Assay outcomes as filed in PubChem BioAssay.
KCNQ1 block = blocks the human KCNQ1 potassium channel. B-score at 10 µM. CHO-K1 KCNQ1, FluxOR thallium flux fluorescence; hits give high values. 310,000 tested, 1.3% active. P51787;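 active means compounds whose thallium flux B-score, printed positive for inhibition, exceeds three library SD while starting fluorescence stays within three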;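 further: channel opened by potassium depolarization with thallium stimulus after 20 min compound exposure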
RGS4 inh = human RGS4 inhibition; 310,000 tested, 0.45% active; AID 463165; HEK293 M3R/RGS4 inducible, Fluo-4 calcium flux; hits give high values; triggered by carbachol at its EC20; B-score at 10 µM; P49798;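 active means B-score, a plate-corrected calcium signal, over three deviations above library mean, with baseline fluorescence within five deviations of library mean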;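 further: RGS4 expression induced by doxycycline in cells with stable M3 receptor; B-score is computed from the integrated fluorescence ratio over baseline after carbachol; higher B-score means a larger calcium signal and so more RGS4 inhibition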
KCNQ1 pot = human KCNQ1 channel potentiation or activation | P51787 | CHO-K1 KCNQ1, thallium flux FluxOR fluorescence; hits give high values | B-score at 10 µM | 310,000 tested, 0.35% active;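 active means fluorescence ratio B-score, a plate-corrected score, at least three library SD, with initial intensity B-score within 5 SD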
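Assay system: CHO-K1 cells stably expressing KCNQ1; Medium: assay buffer with matched DMSO; Also added: K+/Tl+ depolarizing stimulus; Dosing: single dose; Timing: dye 90 min, compound 20 min, room temperature; Measured by: kinetic FluxOR thallium fluorescence, 10-s 1-Hz baseline, 110-s post-stimulus read; Read-out: peak-minus-minimum fluorescence over initial fluorescence, negative-control normalized, B-scored.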
hERG protect = hERG (human) protection from proarrhythmic block; 310,000 tested, 0.51% active; Q12809; CHO-hERG, FluxOR thallium flux, dofetilide IC70 present; activation (rescue from dofetilide block), less the hit threshold, % at 10 µM;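 active means activation above the mean of controls blocked by dofetilide plus 5 SD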;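 further: thallium influx through hERG after potassium depolarization seen as dye fluorescence rise; in these data hits start at about 4.7%; inactives centre near -7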
Target sequence (Q12809 whole entry, looked up): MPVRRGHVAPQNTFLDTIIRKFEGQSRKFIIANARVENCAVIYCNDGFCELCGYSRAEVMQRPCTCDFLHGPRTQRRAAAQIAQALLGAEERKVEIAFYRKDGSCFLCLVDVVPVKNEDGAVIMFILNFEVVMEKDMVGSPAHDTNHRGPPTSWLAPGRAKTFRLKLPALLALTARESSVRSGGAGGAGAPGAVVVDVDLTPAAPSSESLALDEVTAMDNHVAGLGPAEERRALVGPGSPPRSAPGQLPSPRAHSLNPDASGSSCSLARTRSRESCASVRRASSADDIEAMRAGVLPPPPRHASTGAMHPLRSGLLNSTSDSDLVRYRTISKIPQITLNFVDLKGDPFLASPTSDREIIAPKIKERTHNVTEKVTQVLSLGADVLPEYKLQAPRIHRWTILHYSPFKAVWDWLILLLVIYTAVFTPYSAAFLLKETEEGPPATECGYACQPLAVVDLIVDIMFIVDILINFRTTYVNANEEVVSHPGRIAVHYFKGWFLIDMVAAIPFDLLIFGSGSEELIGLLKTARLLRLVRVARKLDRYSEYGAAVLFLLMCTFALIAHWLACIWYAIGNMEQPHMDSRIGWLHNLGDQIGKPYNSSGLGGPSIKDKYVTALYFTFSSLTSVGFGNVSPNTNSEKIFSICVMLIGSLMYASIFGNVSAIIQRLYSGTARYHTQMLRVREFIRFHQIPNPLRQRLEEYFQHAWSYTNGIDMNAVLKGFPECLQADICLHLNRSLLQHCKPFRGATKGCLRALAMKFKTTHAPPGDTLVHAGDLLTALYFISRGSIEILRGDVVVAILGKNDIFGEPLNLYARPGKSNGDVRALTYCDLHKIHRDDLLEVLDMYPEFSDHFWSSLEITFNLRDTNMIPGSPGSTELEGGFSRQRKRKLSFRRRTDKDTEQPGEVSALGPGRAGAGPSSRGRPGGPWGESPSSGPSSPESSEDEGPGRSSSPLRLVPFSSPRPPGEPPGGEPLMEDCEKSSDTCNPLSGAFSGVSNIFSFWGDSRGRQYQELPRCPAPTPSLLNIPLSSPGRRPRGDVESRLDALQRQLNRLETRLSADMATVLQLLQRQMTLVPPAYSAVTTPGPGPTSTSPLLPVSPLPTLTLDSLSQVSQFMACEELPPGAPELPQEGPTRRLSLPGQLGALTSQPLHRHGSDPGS
MrgX1 allo act = human MrgX1 positive allosteric modulation, primary screen; MrgX1-HEK293, Fluo-4 calcium flux, FDSS; hits give high values; B-score at 10 µM; 310,000 tested, 0.63% active;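 active means plate-corrected calcium response at least 3 library SD above typical, normal starting fluorescence, not activating the receptor alone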;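 further: compound read alongside a low EC10 to EC30 dose of BAM8-22 agonist; peak minus trough fluorescence over baseline measured at the second addition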
MrgX1 ag = agonists of human MrgX1 receptor; Q96LB2; MrgX1-HEK293 cells, Fluo-4 calcium fluorescence, agonist mode; hits give high values; B-score at 10 µM; 310,000 tested, 0.44% active; AID 588627;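 active means calcium response B-score plate-corrected fluorescence ratio at least 3 library SD, with starting fluorescence B-score inside 5 SD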
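Test system: HEK293 cells stably expressing human MrgX1 receptor; Input: fifteen thousand cells per well; Dosing: compound delivered in addition one of three; Schedule: overnight seeding, then 1 h dark dye loading; Technique: Fluo-4 NW calcium fluorescence; Measure: B-scored fluorescence response ratio; Controls: positive and negative controls per plate.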
RGS4 pot = potentiators or activators of RGS4; HEK293 M3R/inducible RGS4, carbachol calcium flux Fluo4; hits give low values; B-score at 10 µM; 310,000 tested, 0.92% active;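 active means B-score of the integrated calcium signal more than 4 SD below the library mean, with starting fluorescence not abnormally high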;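 further: negative B-score means reduced calcium response which marks RGS4 activation or potentiation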
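Assay system: HEK293 FlpIn-TREx cells, stable M3R, doxycycline-inducible RGS4 / Probe or stimulus: carbachol, ECmax concentration / Times: overnight RGS4 induction, 30 min dye load 37 °C, 20 min compound RT / Signal: kinetic calcium fluorescence imaging with Fluo4-AM dye, 2 µM / Measure: Agonist-evoked peak-minus-minimum fluorescence over baseline, integrated ratio, B score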
ANO1 activ = activators or potentiators of mouse TMEM16A chloride channel | HEK293 TMEM16A/YFP-H148Q/I152L, iodide quench fluorescence; hits give low values | B-score at 10 µM | 340,000 tested, 0.3% active;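 active means fluorescence-ratio B-score plate-corrected deviation score at least 3 library SD below zero, with starting fluorescence score within 5 deviations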;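 further: channel opened by trigger with iodide after compound preincubation; score built on the fluorescence ratio of max minus min over baseline; more negative score means more quench and so TMEM16A activation or potentiation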
TMEM16A inh = mouse TMEM16A channel inhibition, primary screen; Q8BHY3; HEK293 TMEM16A/YFP iodide influx fluorescence, ionomycin; normalized B-score (activity score, 25-100; higher = stronger inhibition) at 10 µM; 310,000 tested, 1.2% active;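 active means ratio plate-corrected score three or more library SD toward inhibition, starting fluorescence score within five deviations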;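 further: score derived from kinetic fluorescence span divided by baseline fluorescence per well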
KCNK3 inh = human KCNK3 channel inhibition, primary screen. O14649. 340,000 tested, 0.84% active. CHO-KCNK3 thallium flux, FluxOR fluorescence; hits give low values. B-score at 10 µM;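 active means B-score under library mean minus 4 SD, starting fluorescence ratio at most library mean plus 5 SD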;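 further: more negative B-score means stronger inhibition of thallium flux through KCNK3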
KCNK9 block = blocks the human KCNK9 two-pore domain potassium channel | Q9NPC2 | 310,000 tested, 1.2% active | HEK293 KCNK9, FluxOR thallium flux fluorescence; hits give low values | B-score at 10 µM;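 active means ratio B-score over 3 SD below the library mean, with starting fluorescence within 5 SD of its mean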;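 further: negative B-score means less thallium flux so channel inhibition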
Active calls of the source: *; i = inactive; · = no result given.

SMILES	KCNQ1 block	RGS4 inh	KCNQ1 pot	hERG protect	MrgX1 allo act	MrgX1 ag	RGS4 pot	ANO1 activ	TMEM16A inh	KCNK3 inh	KCNK9 block
NC(=S)c1ccc(C(N)=S)o1	i	i	i	-4	i	i	i	i	i	i	i
O=C(O)C1Sc2[nH]c(=O)sc2C2c3cc(Br)ccc3OC(=O)C12 (centres undefined)	i	i	i	-5	6.5*	i	i	i	i	i	i
CCCCN(C(=S)NC(=O)c1ccccc1)c1c(N)n(Cc2ccccc2)c(=O)[nH]c1=O	i	i	i	-11	i	i	i	i	i	i	i
Cc1cc(=O)n2nc(N3CCCC3C(=O)NCCCN3CC(C)CC(C)C3)sc2n1 (centres undefined)	i	i	i	-6	i	i	i	-18*	i	i	i
CC1CC1c1ccc(/C=C(\C#N)C(=O)Nc2ccc(Cl)cc2Cl)o1 (centres undefined)	i	i	i	-6	i	i	i	i	i	i	i
CC12CN(NC(=O)c3ccccc3F)C3(C#N)CC1CCC23C (centres undefined)	i	i	i	-13	i	i	i	i	i	i	i
Cc1nc(C)c(-c2ccc(SCC(=O)Nc3ccc(C)c(Cl)c3)nn2)s1	i	i	i	-1	i	i	i	i	i	i	i
O=C(NCCCn1ccnc1)C(=O)NCC1OCCCN1S(=O)(=O)c1ccc(F)cc1 (centres undefined)	i	i	i	-6	i	i	i	i	i	i	i
Oc1ccc(Br)cc1C=Nc1ccc2[nH]ncc2c1	i	i	i	-1	i	i	i	i	i	i	i
CCN(CC)c1ccc(NC(=O)c2cc(OC)cc(OC)c2)c(C)c1	i	i	i	-13	i	i	i	i	i	i	i
COc1ccc(NC(=O)c2nn(C)cc2[N+](=O)[O-])cc1	i	i	i	-1	i	i	i	i	i	i	i
COC(=O)c1ccc(S(=O)(=O)c2ccc(C(=O)OC)s2)s1	i	i	i	-3	i	i	i	·	i	·	i
CC(=O)c1ccc(OCCNS(=O)(=O)c2ccc(-n3cnnn3)cc2)cc1	i	i	i	-11	i	i	i	i	i	i	i
N#CC(c1cccc(C(F)(F)F)c1)(c1ncc(C(F)(F)F)cc1Cl)N1CCOCC1 (centres undefined)	i	i	i	-13	i	i	i	i	i	i	i
O=C(O)C1Nc2c(Cl)cc(Cl)cc2C2C=CCC12 (centres undefined)	i	i	i	-5	i	i	i	i	i	i	i
CC1CCN(C(=O)CN(c2ccc(Cl)c(C(F)(F)F)c2)S(C)(=O)=O)CC1	i	i	i	-7	i	i	i	i	i	i	i
Cc1cc(NC(=O)CSc2nc3ccccc3c(=O)n2Cc2ccc(F)cc2)no1	i	i	i	-9	i	i	i	i	i	i	i
CCN(CC)CCCn1c2c(c(SCC(=O)Nc3ccc4c(c3)OCO4)nc1=O)CCC2	i	i	i	-9	i	i	i	i	i	i	i
COc1ccc(-c2nnc(CSc3nc4ccccc4c(=O)n3C)o2)cc1OC	i	i	i	-14	i	i	i	·	i	i	i
CCc1ccc(NC(=O)Cn2ncc3c4ccccc4n(C)c3c2=O)cc1	i	i	i	-3	i	i	i	i	i	i	i
COc1ccccc1/C=C/CN1CCCC(CCC(=O)NCc2ccccc2F)C1 (centres undefined)	i	i	i	-10	i	i	i	i	i	i	i
CC1(C)S[C@@H]2[C@H](NC(=O)COc3ccccc3)C(=O)N2C1C(=O)OCc1ccccc1 (some centres undefined)	i	i	i	-10	i	i	i	i	i	i	i
CCCCN(C)C(=O)C1CCN(Cc2cccnc2)CC1	i	i	i	-5	i	i	i	i	i	i	i
CC(C)(C)CC(C)(C)NC(=S)NC1CCN(Cc2ccccc2)CC1	i	i	i	-8	i	i	i	i	i	i	i
CN1C(=O)NC(NS(=O)(=O)c2ccc(N)cc2)(C(F)(F)F)C1=O (centres undefined)	i	i	i	-2	i	i	i	i	i	i	i
CCOC(=O)C1=C(O)C(Nc2nccs2)(C(F)(F)F)N=C1C (centres undefined)	i	i	i	-14	i	i	i	i	i	i	i
COc1ccc(S(=O)(=O)N2CCN(C(=O)CCC3CCCC3)CC2)cc1	i	i	i	-3	i	i	i	i	i	i	i
COC(=O)c1ccc(/C=C/C(=O)O)cc1	i	i	i	-8	i	i	i	i	i	i	i
Cc1ccc(OCCC(=O)OCC(=O)c2c(N)n(C)c(=O)n(C)c2=O)cc1	i	i	i	-9	i	i	i	i	i	i	i
CCCCn1c(=O)c(-c2ccccc2)c(O)c2ccccc21	i	i	i	-12	i	i	i	i	i	i	i
Cc1ccccc1CS(=O)(=O)c1nnc([C@H](Cc2ccccc2)NC(=O)OC(C)(C)C)o1	i	i	12*	-15	i	i	i	-5.2*	i	i	i
CCCCC(CC)CNS(=O)(=O)c1ccc2c(c1)CCN2C(=O)CCC(=O)O (centres undefined)	i	i	i	-12	i	i	i	i	i	i	i
CCCCn1c(=O)c2c(O)cc(=O)oc2c2ccccc21	i	i	i	-10	i	i	i	i	i	i	i
COC(=O)c1ccc(NC(=O)CSc2nnc(-c3ccccc3Br)n2-c2ccccc2)cc1	i	i	i	-5	i	i	i	i	i	i	i
CCOC(=O)c1[nH]c2c(c1C)C(=O)CC(c1ccc(OC)c(OC)c1)C2 (centres undefined)	i	i	i	-8	i	i	i	i	i	i	i
COC(=O)[C@@]1(Cc2ccc(F)cc2)[C@H]2c3cc(C(=O)N(C)C)n(CCc4ccc(OC)c(Br)c4)c3C[C@H]2CN1C(=O)c1ccccc1	i	i	i	-4	i	i	-7.2*	i	i	i	i
CN(C(=O)c1ccc(S(=O)(=O)c2cccc(Cl)c2)c([N+](=O)[O-])c1)C1CCCCC1	i	i	i	-11	i	i	i	i	25*	i	i
COc1cccc(NC(=O)CN(C)CC(=O)Nc2ccc3c(c2)CCC3)c1	i	i	i	-11	i	i	i	i	i	i	i
COc1ccc(-c2csc(NC(=O)CCn3cnc4ccccc4c3=O)n2)cc1OC	i	i	i	-5	i	i	i	i	i	i	i
CC(C)OCCCNC(=O)C1CC(=O)N(CCc2ccc(F)cc2)C1 (centres undefined)	i	i	i	-6	i	i	i	i	i	i	i
CCn1c(SCC(=O)Nc2ccc(OC)c(OC)c2)nnc1-c1cnccn1	i	i	i	-5	i	i	i	i	i	i	i
COc1cc(/C=C/C(=O)Nc2nnc(C(C)(C)C)s2)cc(OC)c1OC	i	i	i	-12	i	i	i	i	i	i	i
O=C(O)CCn1c(C2CCCCC2)nc2ccccc21	i	i	i	-12	i	i	i	i	i	i	i
Cc1ccc2c(c1)c1c3n2CCN(CC#N)C3CCC1 (centres undefined)	i	i	i	0	i	i	i	i	i	i	i
Cn1ncc2c(Nc3ccc(Cl)cc3)ncnc21	i	i	i	0	i	i	i	i	i	i	i
O=C(C[n+]1cc(-c2ccc(Br)cc2)n2c1CCCCC2)c1ccccc1	i	i	i	-11	i	i	i	i	i	i	i
O=C(N[C@@H](Cc1ccccc1)C(=O)N1CCC2(CC1)NCCc1[nH]cnc12)c1cccc(Br)c1	i	i	i	-5	i	i	i	i	i	i	i
COc1cc(S(=O)(=O)N2CCN3CCCC3C2)ccc1-n1cnnn1 (centres undefined)	i	i	i	-4	i	i	i	i	i	i	i
O=C(COC(=O)c1ccc(S(=O)(=O)NCc2ccco2)cc1)NCCC1=CCCCC1	i	i	i	-10	i	i	i	i	i	i	i
O=C(Nc1ccccc1)C1CCOC1=O (centres undefined)	i	i	i	2	i	i	i	i	i	i	i

(list continues)
SMILES	KCNQ1 block	RGS4 inh	KCNQ1 pot	hERG protect	MrgX1 allo act	MrgX1 ag	RGS4 pot	ANO1 activ	TMEM16A inh	KCNK3 inh	KCNK9 block
CC1C(=O)N2CCCc3cc(S(=O)(=O)Nc4ccccc4C(N)=O)cc1c32 (centres undefined)	i	i	i	-7	i	i	i	i	i	i	i
COc1ccc(C(=O)NCCS(=O)(=O)NCC2CCCO2)cc1 (centres undefined)	i	i	i	-8	i	i	i	i	i	i	i
C[C@]12C(=O)N(c3ccc(C(F)(F)F)cc3)C(=O)N1[C@@H]1c3ccccc3OC[C@@H]1[C@H]2c1ccccc1	i	i	i	-6	i	i	i	i	i	i	i
COc1cccc(N2C(=O)N(c3ccccc3)C3CS(=O)(=O)CC32)c1 (centres undefined)	i	i	i	-3	i	i	i	i	i	i	i
COCCCn1c(-c2cccs2)nc2nc3ccccc3nc21	i	i	i	-20	i	i	i	i	i	i	i
Cc1cc(COc2ccccc2OCCN2CCN(C)CC2)no1	i	i	i	-6	i	i	i	i	i	i	i
Cc1cccc(NC(=O)c2ccc(C3SCC(=O)N3CCc3ccccc3)cc2)c1 (centres undefined)	7*	i	i	-20	i	i	i	i	i	i	i
NS(=O)(=O)c1ccc(NC(=O)C2Cc3ccccc3CN2C(=O)c2ccco2)cc1 (centres undefined)	i	i	i	-8	i	i	i	i	i	i	i
CCOc1ccc(/C=N/NC(=O)CC(=O)NCc2ccccc2)cc1	i	i	i	-5	i	i	i	i	i	i	i
COC(=O)c1cc(OC)c(OC)cc1NC(=O)c1cc(-c2ccccc2)nc2ccccc12	i	i	i	-18	i	i	i	i	i	i	i
COc1ccc(CNC(=O)C2Cc3ccccc3CN2C(=O)c2ccco2)cc1 (centres undefined)	i	i	i	-10	i	i	i	i	i	i	i
O=C(Nc1cccc(Cl)c1)Nc1ccc2nccnc2c1	7*	i	i	-8	i	i	i	i	i	i	i
CC(C)(C)OC(=O)N1CCC(c2cc(=O)n3[nH]cc(C(=O)Nc4ccc(F)c(Cl)c4)c3n2)CC1	i	i	i	-23	i	i	i	i	i	i	i
CS(=O)(=O)N(CC(=O)NCCC1=CCCCC1)c1cccc([N+](=O)[O-])c1	i	i	i	-23	i	i	i	i	i	i	i

Taken from the entries so far for reference:
SMILES	KCNQ1 block	RGS4 inh	KCNQ1 pot	hERG protect	MrgX1 allo act	MrgX1 ag	RGS4 pot	ANO1 activ	TMEM16A inh	KCNK3 inh	KCNK9 block
CC(C)(C)OC(=O)N1CCC(c2cc(=O)n3[nH]cc(C(=O)Nc4ccc(F)c(Cl)c4)c3n2)CC1	i	i	i	-23	i	i	i	i	i	i	i
CS(=O)(=O)N(CC(=O)NCCC1=CCCCC1)c1cccc([N+](=O)[O-])c1	i	i	i	-23	i	i	i	i	i	i	i
